# STEP inh – STEP phosphatase inhibitors, primary screen, biochemical, fluorescence intensity, uHTS. 360,000 compounds, 0.25% hits. Tyrosine-protein phosphatase non-receptor type 5 (Homo sapiens), P54829. recombinant STEP, OMFP fluorogenic substrate. AID 588621, 2011. inhibition, % at 20 µM;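 active = inhibition at 20 µM, scaled per plate between control wells, above about 37%, limit read from the data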;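 note: 0% = DMSO with enzyme and substrate and 100% = substrate only without enzyme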
#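 Measure: Control-normalized % inhibition with plate pattern correction | Test system: STEP phosphatase, cell-free reaction | Medium: pH 6.0 Bis-Tris with DTT and Tween 20 | Technique: Fluorescence, 480/540 nm | Times: Reaction 20 min, ambient temperature | Doses: Single compound dose of 20 µM, 1% DMSO final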
# eLon inh – inhibitors of E. coli Lon protease, primary screen, biochemical, fluorescence polarization; P0A9M0; purified E. coli Lon protease; inhibition, % at 7.94 µM; 360,000 compounds, 0.42% hits; in the data active = inhibition above about 13%, passing the limit was not always enough;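 note: 0% = enzyme with probe and DMSO and 100% = no enzyme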
# Target sequence (P0A9M0 whole entry, looked up): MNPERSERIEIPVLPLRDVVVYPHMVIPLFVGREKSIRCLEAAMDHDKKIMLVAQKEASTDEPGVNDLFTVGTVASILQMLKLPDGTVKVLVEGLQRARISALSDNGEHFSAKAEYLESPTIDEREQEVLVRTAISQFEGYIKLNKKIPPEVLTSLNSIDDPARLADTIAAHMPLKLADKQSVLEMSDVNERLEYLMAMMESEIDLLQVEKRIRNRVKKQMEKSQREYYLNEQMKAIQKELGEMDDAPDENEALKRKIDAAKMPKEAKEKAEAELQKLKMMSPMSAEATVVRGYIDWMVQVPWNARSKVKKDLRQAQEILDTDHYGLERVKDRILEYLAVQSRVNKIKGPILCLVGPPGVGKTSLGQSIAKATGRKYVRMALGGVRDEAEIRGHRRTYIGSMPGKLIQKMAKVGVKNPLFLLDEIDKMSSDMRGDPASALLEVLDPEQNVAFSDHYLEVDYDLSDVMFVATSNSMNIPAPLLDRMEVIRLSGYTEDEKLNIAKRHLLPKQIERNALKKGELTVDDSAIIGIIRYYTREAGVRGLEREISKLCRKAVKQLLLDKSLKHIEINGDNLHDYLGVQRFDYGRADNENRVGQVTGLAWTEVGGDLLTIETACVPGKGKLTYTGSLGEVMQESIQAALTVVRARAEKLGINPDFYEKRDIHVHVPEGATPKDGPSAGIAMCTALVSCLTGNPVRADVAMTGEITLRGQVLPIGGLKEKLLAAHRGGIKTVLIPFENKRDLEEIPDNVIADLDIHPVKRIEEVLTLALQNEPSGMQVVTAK
# SUMO1-SIM PPI – modulators of SUMO1 protein-protein interactions, primary screen, biochemical, uHTS. SUMO1 binding to a labelled peptide, TR-FRET, 1 h. inhibition, % at 20 µM. 360,000 compounds, 0.33% hits. AID 602429, 2012; in the data active = inhibition above about 37%
# Target sequence (P63165 whole entry, looked up): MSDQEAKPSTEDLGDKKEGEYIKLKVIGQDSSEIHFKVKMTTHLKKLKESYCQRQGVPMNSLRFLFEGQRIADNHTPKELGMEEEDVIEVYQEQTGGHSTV
# MsrA inh – bovine MsrA enzyme inhibitors, primary screen, biochemical, absorbance, HTS. purified bovine MsrA, absorbance read-out. inhibition, % at 15.5 µM. 360,000 compounds, 0.75% hits. AID 651718, 2012; in the data active = inhibition above about 4.5%;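 note: 0% = vehicle wells with enzyme and 100% = reference inhibitor wells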
# NRP1-CendR mod – modulators of CendR peptide binding to NRP-1, primary screen, biochemical, fluorescence polarization, uHTS | Neuropilin-1 (Homo sapiens), O14786 | FAM-RPARPAR peptide binding to NRP-1 | inhibition, % at 25 µM | 360,000 compounds, 0.85% hits | AID 602438, 2012;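 active = inhibition or corrected inhibition above about 18%, plus a signal ratio from 0.5 to 1.5, limit read from the data, passing the limit was not always enough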; note: strong numbers were not always called active
# LMPTP inh – LMPTP phosphatase inhibitors, primary screen, biochemical, fluorescence intensity, uHTS; Low molecular weight phosphotyrosine protein phosphatase (Homo sapiens), P24666; recombinant LMPTP-A, OMFP fluorogenic substrate; inhibition, % at 20 µM; 360,000 compounds, 0.22% hits; AID 651560, 2012;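 active = compounds that cut the enzyme signal by at least half of the control window in the single-dose screen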;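 note: plate controls were DMSO wells with enzyme plus substrate for no effect and substrate without enzyme for full effect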
# Target sequence (P24666 whole entry, looked up): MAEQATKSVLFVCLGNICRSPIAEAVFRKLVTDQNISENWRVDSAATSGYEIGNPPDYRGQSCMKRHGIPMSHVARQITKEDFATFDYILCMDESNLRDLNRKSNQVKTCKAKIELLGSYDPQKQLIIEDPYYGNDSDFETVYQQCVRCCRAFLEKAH
#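 Assay system: LMPTP-A phosphatase enzyme | Input: 0.625 nM enzyme | Also added: Fluorogenic phosphatase substrate OMFP at 400 µM final | Compound dosing: One test concentration per compound, 20 µM, with 3% DMSO overall | Schedule: 50 min enzyme reaction at room temperature, protected from light | Signal: Fluorescence intensity | Benchmarks: no-enzyme and uninhibited controls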
# Scp1 inh – Scp-1 phosphatase inhibitors, primary screen, biochemical, colorimetric, uHTS; Recombinant Scp1, phosphopeptide, malachite green phosphate absorbance; AID 493091, 2011; 340,000 compounds, 0.88% hits; inhibition, % at 20 µM; Carboxy-terminal domain RNA polymerase II polypeptide A small phosphatase 1 (Homo …;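 active = inhibition above about 50% at 20 µM, limit read from the data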;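 note: plate controls were DMSO wells with enzyme for no effect and wells lacking enzyme for full effect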
#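 System: truncated SCP-1 phosphatase (76-261aa); medium: Tris acetate buffer pH 5.5 with MgCl2 and Tween-20; incubation: 45 min room-temperature reaction, 5 min colour, 30 min stabiliser; compound: single 20 µM dose, 1% DMSO; reagent: Phosphorylated 17-residue peptide substrate; read-out: % inhibition at 20 µM; technique: colorimetric free-phosphate detection, absorbance 630 nm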
# DNMT1 inh – human DNMT1 methyltransferase inhibitors, primary screen, biochemical, molecular beacon, fluorescence, HinP1I cleavage, uHTS. inhibition (reported as % activation of signal), % at 10 µM. 360,000 compounds, 0.83% hits. AID 588458, 2011; in the data active = inhibition above about 50%
# bovine MsrA act – bovine MsrA enzyme activators, primary screen, biochemical, absorbance, HTS; Methionine sulfoxide reductase A (Bos taurus); purified bovine MsrA, absorbance read-out; activation, % at 10.6 µM; 360,000 compounds, 0.3% hits; AID 602163, 2012; in the data active = activation above about 7.5%;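 note: 0% = vehicle and 100% = reference activator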
# TbMetRS inhib – T. brucei MetRS inhibitors, primary screen, biochemical, luminescence; purified T. brucei MetRS, ATP depletion, Kinase-Glo luminescence; inhibition, % at 11.9 µM; 360,000 compounds, 0.4% hits; AID 624268, 2012;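 active = inhibition above a per-plate cutoff of the control wells' mean inhibition plus 3 SD, cut at about 5.5% in these data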;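 note: 0% = DMSO wells median and 100% = median of wells with control inhibitor compound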
#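 Dosing: 11.9 µM single point; system: parasite MetRS enzyme; technique: luminescence of leftover ATP; times: 15 min enzyme-compound preincubation, 2 h reaction, 10 min detection, 25 °C; replicates: each compound tested once; read-out basis: percent inhibition relative to median high and low control wells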
# Starred values were filed as active, the others as inactive; . = not tested or not shown. Outcome played no part in choosing rows; about 4.3% have a hit in one of these screens.
# Start of the listing, in advance (2 entries):
SMILES,STEP inh,eLon inh,SUMO1-SIM PPI,MsrA inh,NRP1-CendR mod,LMPTP inh,Scp1 inh,DNMT1 inh,bovine MsrA act,TbMetRS inhib
CCOc1[nH]n(-c2ccc(Cl)cc2)c(=O)c1C=NCc1cccnc1,0,-1,-3,2.5,11,-0.4,-4,-6,-2,-0.2
CCC(=O)N1CCc2cc(S(=O)(=O)NCCC(=O)N3CCN(c4cccc(C)c4)C(C)C3)ccc21 (centres undefined),-1,5,9,0.0,13,-0.8,-11,0,-3,0.2

# All compounds of this part, from the start:
SMILES,STEP inh,eLon inh,SUMO1-SIM PPI,MsrA inh,NRP1-CendR mod,LMPTP inh,Scp1 inh,DNMT1 inh,bovine MsrA act,TbMetRS inhib
CCOc1[nH]n(-c2ccc(Cl)cc2)c(=O)c1C=NCc1cccnc1,0,-1,-3,2.5,11,-0.4,-4,-6,-2,-0.2
CCC(=O)N1CCc2cc(S(=O)(=O)NCCC(=O)N3CCN(c4cccc(C)c4)C(C)C3)ccc21 (centres undefined),-1,5,9,0.0,13,-0.8,-11,0,-3,0.2
CCCCn1c(N)c(N(CC(C)C)C(=O)C2CCN(S(=O)(=O)c3ccc(F)cc3)CC2)c(=O)[nH]c1=O,-1,2,4,0.7,12,-0.2,0,0,-3,-0.3
CCN1CCN(c2nc3ccccc3nc2C(C#N)S(=O)(=O)c2ccc(C)c(C)c2)CC1 (centres undefined),-1,-14,-3,-0.4,-10,-0.6,-10,-7,-3,-0.6
NC(=O)c1nn(-c2ccccc2)nc1NC(=O)CN1CCOCC1,1,-3,0,0.2,-2,-0.5,-4,2,-1,-0.3
CCCOC(=O)c1ccc(NC(=O)c2cnccn2)cc1,4,1,13,0.5,-18,-2.7,7,-2,-6,-2.4
COc1ccc(N(CC(=O)NCc2ccncc2)S(=O)(=O)c2ccc(C)c([N+](=O)[O-])c2)cc1,-2,0,-18,-0.7,-7,-0.1,-1,-2,-2,-0.3
COCOCCn1cc(CN2CCS(=O)(=O)N(Cc3ccc(-c4ccc(Cl)nc4)cc3)C(C(C)C)C2=O)nn1 (centres undefined),0,-13,9,-1.2,8,0.8,.,-4,3,-0.2
O=C(NCc1ccc(Cl)cc1)c1cc(=O)[nH]c2ccc(S(=O)(=O)N3CCOCC3)cc12,10,-7,4,0.6,-5,1.3,7,24,0,-0.1
CC12CC3CC(C)(C1)CC(C(=O)NC(=S)N1CCCCC1)(C3)C2,3,1,3,0.4,-10,1.1,12,2,-1,-0.4
Cc1cccc(NC(=S)NNC(=O)Cc2ccccc2)c1,-2,2,1,-0.6,2,0.3,-2,-1,-1,1.3
O=C(O)c1ccc(CSc2nc(-c3ccc(Cl)cc3)cc(C(F)(F)F)n2)cc1,-2,-6,7,-0.5,-18,-1.2,5,10,-15,-1.8
O=C(Cn1nc2ccccc2n1)N/N=C/c1ccc(F)cc1,1,-1,0,0.6,-8,-1.5,4,1,-1,0.7
O=C(CSc1ccc2c(c1)OCCO2)Nc1ccccc1,-1,3,3,0.8,-29,1.0,.,-1,0,0.2
CC12CN3CCN(CC(C3)/C1=N\NC(=O)Nc1cccc(Cl)c1)C2,-1,3,0,0.8,-8,2.7,-3,0,-9,-1.0
O=C(O)C1CC=CCC1C(=O)Nc1cccc(F)c1 (centres undefined),2,-1,-1,-0.2,-4,-1.2,22,17,-6,-1.2
Cc1ccc(NC(=O)COc2ccc(N(C)C(=O)C(C)(C)C)cc2)cc1S(=O)(=O)N1CCCCC1,1,0,1,-0.3,-9,1.0,-2,-11,0,-0.2
COc1ccc(C(=O)C(=O)c2ccc(OCCO)cc2)cc1,-2,0,-8,0.8,-8,-1.1,6,-7,-10,-0.3
CC1CCCN(C2=C(Cl)C(=O)N(c3cccc(Cl)c3)C2=O)C1 (centres undefined),3,-6,-5,-0.2,-7,0.3,-5,3,-4,-0.8
Cc1ccc(S(=O)(=O)N(C)c2ccc(OCC(=O)NC3=NCCS3)cc2)cc1,3,3,5,-1.0,-10,0.3,-5,-4,-3,-0.2
CCOC(=O)c1cccc(NC(=O)CSc2nc(N)cc(N)n2)c1,0,10,-2,0.1,-12,1.2,5,-1,3,1.3
Cc1ccccc1NC(=S)/C(=C(\[O-])c1cc(C)n(Cc2ccccc2Cl)c1C)[n+]1ccccc1,1,-3,-5,2.5,-13,1.2,-4,5,-6,-0.5
COc1ccc(OC)c(CN2CCC(CNC(=O)Nc3cccc(Cl)c3)CC2)c1,-1,1,4,0.8,6,-0.7,3,-2,4,0.0
Cc1cc(NC(=O)c2cc(-c3ccncc3)nc3ccccc23)ccc1Br,3,-8,-3,0.0,-16,4.5,10,-11,-2,-0.5
O=C(CSc1nc2ccsc2c(=O)n1-c1ccccc1)N1CCCC1,-6,-4,-1,-0.9,2,-0.3,-13,3,-4,-1.0
COc1ccc(-c2cccc(N3CCN(c4ccccn4)CC3)n2)cc1OC,1,4,-3,0.5,-5,2.1,.,-3,-8,-0.5
O=C(Cn1c(=O)oc2cc(S(=O)(=O)N3CCCCC3)ccc21)N1CCc2ccccc2C1,-4,-12,-2,0.3,-2,-0.5,-2,10,-1,-0.4
CCc1cccc(CC)c1NC(=O)C1CN(S(=O)(=O)c2ccccc2)CCN1S(=O)(=O)c1ccccc1 (centres undefined),2,-4,-1,1.0,5,-0.7,-10,-3,-4,-0.5
C#CCC(NC(=O)c1ccc(C#N)cc1)C(=O)NCCC (centres undefined),1,-6,-3,0.3,12,-0.5,-3,-5,-1,0.2
CCOC(=O)c1c(C)nn(Cc2cccc(Cl)c2)c1N,-1,-7,-3,1.8,-2,0.1,-13,2,-1,0.7
COc1ccc(NC(=O)CC2C(=O)NCCN2C(=O)c2ccc(N(C)C)cc2)cc1 (centres undefined),-1,0,3,-0.2,1,-2.0,0,0,-2,-0.1
O=S1(=O)C[C@@H](N2CCN(CC3CC3)CC2)[C@H](COCc2ccccc2)N1,-4,2,4,1.7,10,-0.8,.,0,-2,-0.5
COCCCN1CC(=O)N2C(c3cccc(C)c3)c3[nH]c4ccccc4c3C[C@H]2C1=O (some centres undefined),2,4,-2,0.8,-3,0.6,-9,-1,-1,5.5
O=C(CSc1nnc(COc2ccccc2F)n1-c1ccccc1)NC1CCS(=O)(=O)C1 (centres undefined),-4,-2,-3,0.7,-18,0.0,-3,0,-3,-0.7
CCN(c1ccccc1)c1nc2ccsc2c(=O)s1,3,-3,-13,0.0,-15,0.4,-15,-1,-10,-0.5
O=C(c1cc(S(=O)(=O)N2CCOCC2)ccc1Cl)N1CCCCC1CO (centres undefined),0,-10,-1,-0.4,-4,0.5,2,5,-3,-0.2
O=C(CC1C(=O)NCCN1Cc1ccc(-c2ccccc2)cc1)NCCCn1ccnc1 (centres undefined),3,5,-1,-0.2,12,-3.5,-11,-5,-4,0.0
COc1ccccc1C/C(N)=N/OC(=O)c1ccc(C)c([N+](=O)[O-])c1,2,-1,-16,-0.7,6,2.5,3,4,-3,-0.1
O=C1CC(c2ccccc2)CC(O)=C1C=NC1CCCC1 (centres undefined),1,-6,-5,-1.4,4,-1.0,5,-2,-1,-0.3
COc1ccc(-c2cccc([C@H]3[C@@H]4C=CCC[C@@]4(C)C(=O)N3Cc3ccccc3)c2)cc1,1,-10,10,-0.3,-1,3.8,9,-1,-3,-0.3
CCCn1c(N)c(C(=O)CN(C)CC(=O)Nc2cccc(F)c2)c(=O)[nH]c1=O,-2,-5,1,0.2,-6,2.8,-10,6,-5,-0.2
CCOc1ccc(S(=O)(=O)N2CCN(C(=S)NC3CC3)CC2)cc1,-1,3,-3,-1.3,-6,0.2,-1,0,-3,-0.4
O=C(O)c1cccc2c1Cc1cc(Cl)ccc1-2,1,-5,1,-1.2,25*,-3.6,-10,6,1,0.2
Cc1ccc(-c2nsc3c(N4CCC(C(N)=O)CC4)ncnc23)cc1,-3,-7,-5,0.0,13,-0.6,8,-4,0,0.0
Cc1nc(C)c(N)c(=O)[nH]1,5,-8,17,1.9,24*,0.3,-3,-1,-4,-0.1
CC(C)NC(=O)c1onc(CSc2ccccn2)c1C(=O)NC(C)C,-1,-22,6,1.4,-2,-0.7,-3,9,-4,1.0
Cc1c(-c2ccccc2)nc(N)c(C#N)c1-c1cccnc1,-2,-5,16,1.8,14,-2.3,-5,4,-5,0.0
Cc1nn(Cc2ccc(Cl)cc2)c(C)c1N,2,3,-3,2.0,0,-0.5,-4,-12,-10,-1.1

# Record cards, from the list above:
# O=C(CC1C(=O)NCCN1Cc1ccc(-c2ccccc2)cc1)NCCCn1ccnc1 (centres undefined) as listed: STEP inh: 3; eLon inh: 5; SUMO1-SIM PPI: -1; MsrA inh: -0.2; NRP1-CendR mod: 12; LMPTP inh: -3.5; Scp1 inh: -11; DNMT1 inh: -5; bovine MsrA act: -4; TbMetRS inhib: 0.0
# Cc1ccc(-c2nsc3c(N4CCC(C(N)=O)CC4)ncnc23)cc1 as listed: STEP inh: -3; eLon inh: -7; SUMO1-SIM PPI: -5; MsrA inh: 0.0; NRP1-CendR mod: 13; LMPTP inh: -0.6; Scp1 inh: 8; DNMT1 inh: -4; bovine MsrA act: 0; TbMetRS inhib: 0.0

# Carrying on.
SMILES,STEP inh,eLon inh,SUMO1-SIM PPI,MsrA inh,NRP1-CendR mod,LMPTP inh,Scp1 inh,DNMT1 inh,bovine MsrA act,TbMetRS inhib
Cc1cccc(OCCNC(=O)c2cncc(Br)c2)c1,-3,10,-4,-1.5,1,-1.1,3,1,-13,-1.2
Cc1ccc(CN2C(=O)c3ccccc3C2c2nnnn2C(C)C)cc1 (centres undefined),.,0,-2,0.6,-3,-1.0,.,.,-2,-0.7
CN(C(=O)c1cc(-c2ccc3c(c2)OCO3)on1)c1ccccc1,1,2,-2,2.0,8,1.0,-7,-5,-2,-0.3
Cc1ccc(C(=O)NCc2ccccn2)cc1S(=O)(=O)N1CCCCC1,0,8,-4,-0.5,-3,-0.6,2,2,-3,-0.4
Cc1csc2ncc(C(=O)NCCC(c3ccccc3)c3ccccc3)c(=O)n12,2,-6,-2,0.4,1,3.6,-13,-1,-1,0.7

# High-throughput results (PubChem)
